RMI FANCM FP: disruptors of RMI1/RMI2 association with MM2 peptide – biochemical, fluorescence polarization, human, primary screen; RMI core complex (RMI1/RMI2) binding to FANCM MM2 peptide, human; RMI core complex with F-MM2 peptide; hits give low values; FP signal (polarization) at 33 µM; 70,000 tested, 0.58% active; AID 1159607, 2016; in the data active means FP signal below about 40; further: inactives centre near 61; strong numbers were not always called active; unit not given here
* hit, by the source's call; & = joins results of further samples.

| smiles | RMI FANCM FP |
| --- | --- |
| COc1ccc2nc(NCCCN3CCOCC3)sc2c1 | 69 |
| CNC(=S)N/N=C(/C)c1ccc(F)cc1 | 59 |
| Cc1cc(Nc2ccc(N(C)C)cc2)c2ccc(C(F)(F)F)cc2n1 | 19* |
| Cc1cc(C)c2c(n1)nn1c(N3CCN(CCOc4ccc(Cl)cc4)CC3)cc(C)nc21 | 61 |
| Cc1ccc(-n2nnnc2CNS(=O)(=O)c2ccc(Br)cc2)cc1 | 56 |
| CCc1ccc(-n2nnc(C(=O)Nc3nccs3)c2C)cc1 | 68 |
| Cc1cc(C)c(NC(=O)CSc2ncc(S(=O)(=O)c3cccs3)c(N)n2)c(C)c1 | 66 |
| O=C(CCSc1nnc2scc(-c3ccc(Cl)cc3)n12)Nc1ccc(F)cc1 | 77 |
| Cc1ccc(C)c(NC(=O)CN2C(=O)C(C)SC(C)C2=O)c1 (stereo not given) | 59 |
| COc1ccc(-n2nnnc2CNC(=O)c2cccs2)cc1 | 56 |
| COc1ccc(Cl)cc1C(=O)NCCc1cc2c(C)ccc(C)c2[nH]c1=O | 59 |
| CCOc1ccc(-c2csc(-n3nc(C)cc3NC(=O)C(=O)c3c(C)[nH]c4ccccc34)n2)cc1 | 78 |
| COc1ccc2c(c1OC)C(=O)OC2CC(=O)c1ccc(-c2ccccc2)cc1 (stereo not given) | 53 |
| CCN1C(=O)C(C)(C)COc2ccc(NC(=O)c3ccccc3F)cc21 | 69 |
| CS(=O)(=O)N1CCCC1C(=O)Nc1nc(-c2ccc3c(c2)OCO3)cs1 (stereo not given) | 66 |
| Cc1n[nH]c(C)c1CCC(=O)N/N=C\c1c[nH]c2ccccc12 | 61 |
| CC1CCc2nc(NC(=O)C(C)(C)C)sc2C1 (stereo not given) | 47 |
| CCOC(=O)N1CCN(S(=O)(=O)c2cc(C)ccc2OCC)CC1 | 56 |
| CS(=O)(=O)c1ccc(CC(=O)Nc2ccc(-c3nc4ccccc4s3)cc2)cc1 | 82 |
| Cc1cc(-c2nnc(NC(=O)C3CCN(S(=O)(=O)c4ccc(F)cc4)CC3)o2)n(C)n1 | 69 |
| COc1cccc(C(=O)Nc2nn(C)c3cccc(F)c23)c1 | 55 |
| O=C(COc1ccccc1)NCC1CCN(Cc2cccs2)CC1 | 73 |
| CCNS(=O)(=O)c1cc(Cl)sc1Cl | 58 |
| Cc1nccnc1-c1ccnn1C(=O)Nc1cc(Cl)cc(Cl)c1 | 56&57 |
| Cc1nc(SCc2ccc(F)cc2)[nH]c(=O)c1CC(=O)O | 63 |
| O=C(c1ccco1)N1CCN(S(=O)(=O)c2ccccc2F)CC1 | 57 |
| CC(C)NC(=O)Cc1csc2nc(-c3ccc(Cl)cc3)cn12 | 56 |
| O=C(O)CCC(=O)NCc1cccnc1 | 63 |
| CSC(=Nc1cc(C(F)(F)F)cc(C(F)(F)F)c1)N1CCOCC1 | 53 |
| CCOC(=O)C1=NN(c2ccccc2)C(=C2C(=O)c3ccccc3C2=O)S1 | 54 |
| CCOc1coc(C(=O)NCc2ccccc2OC)cc1=O | 64 |
| Cc1ccncc1S(=O)(=O)O | 64 |
| COCCCNC(=O)Cc1cn(Cc2ccccc2)c2ccccc12 | 69 |
| O=[N+]([O-])c1ccc(NCc2ccccc2)c([N+](=O)[O-])c1 | 55 |
| O=C(Cn1cccc(-c2nc(-c3ccc(Br)cc3)no2)c1=O)NCc1ccccc1 | 63 |
| CC(=O)c1cccc(NC(=O)c2ccc(=O)n(C)n2)c1 | 62 |
| Cc1sc2ncnc(N3CCN(c4ccccc4C(F)(F)F)CC3)c2c1-c1ccc(F)cc1 | 72 |
| CN1CCCc2cc(C(CNC(=O)Nc3ccccc3)N3CCCC3)ccc21 (stereo not given) | 72 |
| COc1ccc(NC(=O)C(=O)NCCN2CCN(c3ccccc3)CC2)cc1OC | 63 |
| CC1(C)CC(=O)CC(=O)S1 | 60 |
| O=[N+]([O-])c1ccc(N2N=NC3CCCC32N2CCOCC2)cc1 (stereo not given) | 56 |
| CCOC(=O)c1cc(C)nn1C(=O)c1ccccc1Cl | 41 |
| CCOC(=O)Cn1c(=NC(=O)c2ccnn2C)sc2cc(C(C)C)ccc21 | 69 |
| COc1ccccc1N1CCN(CCNC(=O)C(=O)Nc2cccc(SC)c2)CC1 | 65 |
| O=C(CN1CCN(Cc2nc3ccccc3[nH]2)CC1)NCc1ccc(F)cc1 | 63 |
| C=CCn1c(SCCC(=O)Nc2ccc3c(c2)OCO3)nc2sc3c(c2c1=O)CCCC3 | 55 |
| Cc1nnc(SCC(=O)N2CCN(c3ccccc3)CC2)c2c1cnn2-c1ccc(F)cc1 | 58 |
| CC(C)(C)/C=C(\C#N)C(C)(C)C | 56 |
| O=C(Nc1ccc(OC(F)F)cc1)NC1CC(=O)N(c2ccc3c(c2)OCCO3)C1 (stereo not given) | 59 |
| CCOc1ccc(NC(=O)Cn2c(C)nc3c(sc4ccccc43)c2=O)cc1 | 67 |
| CCOC(=O)c1c(NC(=O)c2cc(OC)c(OC)c(OC)c2)sc(C)c1-c1ccc(F)cc1 | 71 |
| Cc1nc(-c2cccnc2)sc1-c1ccc(SCC(=O)NCc2ccccc2)nn1 | 68 |
| CC1Cc2ccccc2N1C(=O)CCn1c(=O)oc2ccccc21 (stereo not given) | 62 |
| Cc1ccc(C(=O)c2ccccc2)c(N/C=C/c2nnnn2-c2ccccc2)c1 | 60 |
| O=C(O)c1cccn(Cc2cccc([N+](=O)[O-])c2)c1=O | 51 |
| COc1ccc(-c2cccc(NC(=O)Nc3ccccc3F)c2)nn1 | 70 |

Remaining list, next part:
| smiles | RMI FANCM FP |
| --- | --- |
| CCOC(=O)c1ccc(NC(=O)c2oc3ccc(C)cc3c2C)cc1 | 58 |
| CCOc1ccccc1NC(=O)C(=O)Nc1nc2ccccc2s1 | 52 |
| CS(=O)(=O)N1CCCCC1C(=O)Nc1nc(-c2ccc(Cl)cc2Cl)cs1 (stereo not given) | 69 |
| CC(C)NCC(O)COc1ccc(CC(N)=O)cc1 (stereo not given) | 65&65&59 |
| O=C1Nc2ccccc2N=C(c2ccccc2)c2ccccc21 | 62 |
| O=C(NCc1ccco1)c1cccc(NS(=O)(=O)c2ccccc2F)c1 | 71 |
| CCOC(=O)CN(c1ccccc1)S(=O)(=O)c1cc(C)c2[nH]c(=O)cc(C)c2c1 | 71 |
| CC(=O)Nc1nnc(SCC(=O)Nc2ccc([N+](=O)[O-])cc2)s1 | 56 |
| CC(C)CCn1c(SCC(=O)c2ccccc2)nc2cc(C(=O)NCC3CCCO3)ccc2c1=O (stereo not given) | 108 |
| Cc1cc(NC(=O)c2ccc3c(c2)OCO3)n(-c2nc3ccc(F)cc3s2)n1 | 68 |
| NCc1ccc(C(=O)NN)cc1 | 54 |
| COc1ccc2nc(N(CCn3cccn3)C(=O)c3cc(C)no3)sc2c1 | 61 |
| Cc1ccc(N2CC(NC(=O)NCCc3c[nH]c4ccccc34)CC2=O)cc1 (stereo not given) | 58 |
| N#CC(C(=O)Nc1cccc(C(F)(F)F)c1)C(=S)Nc1ccccc1Cl (stereo not given) | 55 |
| Cc1cc(NC(=O)C(=O)c2c[nH]c3ccccc23)n(-c2nc(-c3ccccc3)cs2)n1 | 91 |
| COc1cc(/C=N/NC(=O)c2cc(-c3ccccc3)sc2N)cc(OC)c1OC | 53 |
| O=C(Nc1nc(-c2ccc(Br)s2)cs1)c1ccccc1Oc1ccccc1 | 36 |
| O/N=C\c1nc(-c2ccc(Cl)cc2)n2ccccc12 | 60 |
| COC(=O)c1ccc(C(=O)Nc2nnc(-c3cccc(S(C)(=O)=O)c3)o2)cc1 | 63 |
| Cc1ccc(-c2cn3c(CC(=O)NCc4cccs4)csc3n2)cc1 | 65 |
| CNC(=O)c1ccccc1S(=O)c1ccc([N+](=O)[O-])cc1C(=O)O (stereo not given) | 62 |
| Cc1ccc(C(=O)Nc2ccc(S(=O)(=O)O)c3cc(S(=O)(=O)O)cc(S(=O)(=O)O)c23)cc1NC(=O)c1cccc(NC(=O)Nc2cccc(C(=O)Nc3cc(C(=O)Nc4ccc(S(=O)(=O)O)c5cc(S(=O)(=O)O)cc(S(=O)(=O)O)c45)ccc3C)c2)c1 | 46&47 |
| CCN1CCC[C@H]1CNC(=O)c1c(O)c(Cl)cc(Cl)c1OC | 53&60 |
| O=C(CC1CCCCN1S(=O)(=O)c1cccs1)Nc1cc(F)ccc1F (stereo not given) | 67 |
| Cc1ccc(NC(=O)c2ccccc2NC(=O)c2cc3cc([N+](=O)[O-])ccc3s2)c(C(=O)c2ccccc2)c1 | 67 |
| O=C(C1CCCN(c2ccc(-c3ccccc3)nn2)C1)N1CCOCC1 (stereo not given) | 62 |
| CCOC(=O)c1c[nH]c(=S)[nH]c1=O | 55&70 |
| O=S(=O)(NCC1COC2(CCCC2)O1)c1cc(Cl)ccc1Cl (stereo not given) | 57 |
| COC(=O)c1ccccc1NC(=O)/C(C#N)=C\c1cn[nH]c1-c1ccccc1 | 60 |
| CS(=O)(=O)c1ccc(CC(=O)Nc2nc(-c3ccc(F)cc3)cs2)cc1 | 57 |
| COc1ccc(-c2nc(C)c(CCNS(=O)(=O)c3ccc(F)c(C(F)(F)F)c3)s2)cc1OC | 60 |
| CCOc1ccc(-c2cc(=O)n(CC(=O)Nc3ccccc3F)cn2)cc1 | 75 |
| COc1ccc2nc(-c3ccc(OC)c(NC(=O)c4ccc5ccccc5c4)c3)cn2n1 | 78 |
| Cc1cc(=O)[nH]c(-c2ccccc2)n1 | 64 |
| COC(=O)c1ccc(NC(=O)CSc2nnc3[nH]c(=O)ccn23)cc1 | 56 |
| COc1ccc(C(CC(N)=O)CC(=O)O)cc1 (stereo not given) | 58 |
| Cc1cc(NC(=O)Cc2ccc3c(c2)OCO3)n(-c2nc3ccc(F)cc3s2)n1 | 101 |
| COc1cc(-c2ccccc2)[o+]c2ccccc12 | 57 |
| CC(C)(C)c1ccc(NC(=O)C(Cl)Cl)c(Br)c1 | 60 |
| O=C(Cn1c(-c2ccccn2)nc2ccccc21)NCC1CCCO1 (stereo not given) | 59 |
| COCCCn1c(SCc2nc(-c3ccccc3)no2)nc2cc3c(cc2c1=O)OCO3 | 59 |
| COc1ccc(-c2ccc(=O)n(CCCNC(=O)Nc3ccccc3F)n2)cc1 | 59 |
| O=C(c1ccco1)N1CCN(C(=O)C2CCCN(c3ccc(-c4ccc(F)cc4)nn3)C2)CC1 (stereo not given) | 60 |
| COc1ccc(NC(=O)C(=O)NCC(c2ccc3c(c2)CCN3C)N(C)C)c(OC)c1 (stereo not given) | 68 |
| COc1cccc(-c2cc(C(=O)NCC3CCCO3)c3c(C)nn(C4CCS(=O)(=O)C4)c3n2)c1 (stereo not given) | 68 |
| COc1cccc(-n2nnc(C(N)=O)c2C)c1 | 62 |
| O=c1c2c(-c3ccc(Cl)cc3)csc2ncn1/N=C\c1ccccc1OC(F)F | 55 |
| O=C(NCC(c1ccc(F)cc1)N1CCOCC1)c1ccco1 (stereo not given) | 54 |
| CCOc1ccc(CC(=O)Nc2nc3c(OC)ccc(OC)c3s2)cc1 | 69 |
| Cc1nnc2ccc(-c3ccc(NC(=O)c4ccc(Cl)nc4)cc3)nn12 | 59 |
| CCN(CC)CCNc1nc2c(F)cc(F)cc2s1 | 75 |
| CCOc1cc(C(=O)NCCc2ccc3c(c2)CCCN3C)cc(OCC)c1OCC | 55 |
| CCCCCOc1ccc(C(=O)Nc2cc(C)nn2C(C)C)cc1 | 68 |
| O=C(N1CCN(c2ccccc2)CC1)C1(c2cccs2)CCCC1 | 59 |
| c1csc(-c2nc(N3CCCCC3)no2)c1 | 46 |
| Cc1ccc(Cc2cnc(NC(=O)c3cc4ccccc4c(=O)o3)s2)cc1 | 18 |

(list continues)
| smiles | RMI FANCM FP |
| --- | --- |
| O=C1NCCCC1c1n[nH]c(=S)n1-c1ccccc1Cl (stereo not given) | 63 |
| COc1ccc(N(CC(O)Cn2c3ccccc3c3ccccc32)S(=O)(=O)c2ccc(C)cc2)cc1 (stereo not given) | 62 |
| CN(C)n1cccc1/C=C(\C#N)S(=O)(=O)c1ccc(Cl)cc1 | 60 |
| CCOc1ccc(OCCNC(=O)c2ccc(F)c(F)c2)cc1 | 62 |
| OC1(C(F)(F)F)CC(c2ccccc2)=NN1 (stereo not given) | 64 |
| COCCNC(=O)NC12CC3(C)CC(C)(CC(C)(C3)C1)C2 | 64 |
| N/C(CC(=O)Nc1cc(C(F)(F)F)ccc1Cl)=N\O | 52 |
| O=c1[nH]c2ccccc2n1CCCSc1cccc2cccnc12 | 66 |
| Cc1ccc(/C=N\n2c(C)cc(C)c(C#N)c2=O)o1 | 58 |
| Cc1ccc(Nc2c(C(=O)N3CCOCC3)cnc3ccccc23)cc1Cl | 67 |
| CCN(CC)CCOC(=O)C1(c2ccc([N+](=O)[O-])cc2)CCCC1 | 59 |
| COc1cn2c(cc1=O)C(=O)N(CCNC(=O)C1c3ccccc3Oc3ccccc31)CC2 | 63 |
| Cc1cccc(NC(=O)CSc2nc(CC(=O)NCc3cccs3)cc(=O)[nH]2)c1C | 60 |
| COc1ccc(C)c2sc(=NC(=O)CCOc3ccccc3)n(C)c12 | 58 |
| Nc1nc2c(s1)-c1cccc3cccc-2c13 | 62 |

Not all compounds are listed. The share of hits here may be higher or lower than overall.
